# Compound activity as filed in PubChem.
# L major viab = inhibitors of Leishmania major promastigote growth; Leishmania major promastigotes, resazurin fluorescence viability; AID 1063; inhibition, % at 10 µM; 200,000 tested, 9% active; in the data active means inhibition above about 50%;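 further: promastigotes grown with compound for 44 hours at 28 °C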
# TNAP inh hi DEA = TNAP (human) inhibition, high acceptor; purified TNAP, CDP-star luminescence, 1 M DEA; inhibition, % at 20 µM; 200,000 tested, 0.03% active; AID 1135;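 active means over 50% inhibition of tissue-nonspecific alkaline phosphatase at 20 µM in the single-dose screen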;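 further: plate controls were DMSO wells for no effect and EDTA-quenched wells as full inhibition for full effect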
# Target sequence (P05186 whole entry, looked up): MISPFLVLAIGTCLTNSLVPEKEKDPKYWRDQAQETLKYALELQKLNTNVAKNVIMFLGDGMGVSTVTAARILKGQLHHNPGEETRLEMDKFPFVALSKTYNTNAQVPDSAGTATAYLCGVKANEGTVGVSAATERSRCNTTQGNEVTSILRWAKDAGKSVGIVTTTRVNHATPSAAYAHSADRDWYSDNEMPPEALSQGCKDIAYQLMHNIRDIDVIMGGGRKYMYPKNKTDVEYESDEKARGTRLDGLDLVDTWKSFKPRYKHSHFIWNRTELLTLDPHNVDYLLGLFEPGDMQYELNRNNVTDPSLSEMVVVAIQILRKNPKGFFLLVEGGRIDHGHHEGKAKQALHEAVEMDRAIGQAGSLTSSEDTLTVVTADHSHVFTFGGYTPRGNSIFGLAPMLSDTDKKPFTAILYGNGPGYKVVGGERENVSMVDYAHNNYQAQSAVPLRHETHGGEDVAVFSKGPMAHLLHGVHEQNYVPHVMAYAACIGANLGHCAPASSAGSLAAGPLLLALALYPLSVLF
# TNAP inh no acc = TNAP (human) inhibition, acceptor-free conditions | P05186 | purified TNAP, CDP-star luminescence, 30 min | inhibition, % at 20 µM | 200,000 tested, 0.26% active | AID 1012;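 active means tissue-nonspecific alkaline phosphatase inhibition above about 50% at 20 µM in the single-dose screen, limit read from the data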;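 further: 0% = DMSO negative control and 100% = EDTA positive control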
# S1P3 antagonist = S1P3 (human) receptor antagonism; Q99500; CHO S1P3 NFAT-BLA reporter, FRET fluorescence, antagonist mode; inhibition, % at 4.98 µM; 170,000 tested, 0.27% active; AID 485;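 active means inhibition above the plate cutoff, the mean inhibition of test wells on that plate plus 3 SD, cut at about 28% in these data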;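 further: cells challenged with S1P at its EC80 of 0.8 µM; blue over green emission ratio from cleaved BLA substrate after 4 h stimulation; 0% = S1P-stimulated wells and 100% = unstimulated DMSO-only wells; some compounds past the cut are filed as inactive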
# Target sequence (Q99500 whole entry, looked up): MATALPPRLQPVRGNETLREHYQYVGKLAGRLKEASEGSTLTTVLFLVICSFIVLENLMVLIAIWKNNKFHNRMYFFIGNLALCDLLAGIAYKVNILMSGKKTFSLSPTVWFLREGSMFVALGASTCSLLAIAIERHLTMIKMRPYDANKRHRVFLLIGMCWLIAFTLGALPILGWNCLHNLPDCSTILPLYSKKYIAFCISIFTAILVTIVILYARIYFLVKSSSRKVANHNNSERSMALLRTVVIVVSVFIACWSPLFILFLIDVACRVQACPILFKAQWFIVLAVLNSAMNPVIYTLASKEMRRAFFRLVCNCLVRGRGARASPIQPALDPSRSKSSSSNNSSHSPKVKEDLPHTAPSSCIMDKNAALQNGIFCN
# Hsp70 activator = switches on Hsp70 transcription. HeLa Hsp70 promoter luciferase reporter, luminescence; scaled: vehicle 0, proteasome-inhibitor control 100%. activation, % at 10 µM. 200,000 tested, 0.04% active. AID 1203;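 active means activation above the mean across all tested compounds plus 3 SD, cutoff set per campaign, cut at about 5.5% in these data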;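 further: 100% = MG132 at 30 µM as the positive control and 0% = DMSO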
# PMI act hi M6P = PMI (human) activation, high substrate. activation factor at 20 µM. 190,000 tested, 0.34% active. coupled PMI enzyme assay, resazurin fluorescence, 20 min; stronger effect = higher value; 1 = untreated enzyme, 0 = substrate-free blank. P34949;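 active means activation factor of 2 or more at 20 µM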
#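 Technique: Diaphorase-driven resazurin-to-resorufin fluorescence, excitation 544, emission 590 nm | Assay system: Human PMI in coupled enzyme assay | Times: Enzyme reaction with compound 20 min at room temperature | Medium: HEPES-buffered pH 7.4 with magnesium and detergent | Reagent: Mannose-6-phosphate 1.0 mM (near-saturating) plus 0.22 mM NADP+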
# RAM inhibit = blocks the yeast RAM network | S. cerevisiae dse1pr::URA3 reporter, 5-FOA growth OD615, 2 d; analog-sensitive cbk1-as2 kinase mutant strain | inhibition, % at 50 µM | 190,000 tested, 1.8% active | AID 868;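 active means inhibition above a set limit, 3 SD over mean compound inhibition, cut at about 8.4% in these data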;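 further: 0% = DMSO-only wells with no growth and 100% = 10 µM 1-NA-PP1 full growth; inhibition rescues growth on 5-FOA so higher OD means more RAM inhibition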
# DTT redox prof = compounds producing H2O2 with reducing agent – biochemical, NIH compound library profiling, artefact control for MLSCN library redox annotation, primary screen. DTT-dependent redox cycling H2O2, phenol red/HRP absorbance; 100% = 100 µM peroxide control, 0% = buffer. activation, % at 10 µM. 200,000 tested, 0.03% active. AID 878;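 active means activation of at least 50% relative to the plate's high and low controls in the primary single-dose screen; inactive means activation below 50%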;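 further: compound incubated with DTT at 0.8 mM final as the reducing agent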
# Efa HMGR inh = inhibitors of class II HMG-CoA reductase from Enterococcus faecalis | AID 1066 | 190,000 tested, 0.41% active | purified E. faecalis HMGR, NADPH absorbance 340 nm kinetic | inhibition, % at 10 µM;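 active means inhibition above a set limit, the median over all tested compounds plus 3 SD, cut at about 9.5% in these data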;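 further: enzyme runs in reverse so mevalonate oxidation gives rising NADPH absorbance; 0% = complete reaction with DMSO and 100% = background rate lacking mevalonate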
# PMI activator = phosphomannose isomerase (human) activation. P34949. purified human PMI, coupled resazurin fluorescence, 20 min; stronger effect = higher value; 1 = vehicle control, 0 substrate-free wells. activation factor at 20 µM. 190,000 tested, 0.005% active. AID 1214;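 active means activation factor of 2 or more at 20 µM, relative to plate controls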
# * marks the source's active call; other numbers are inactive results; / = no result given.
mol	TNAP inh no acc	Hsp70 activator	RAM inhibit	TNAP inh hi DEA	Efa HMGR inh	S1P3 antagonist	L major viab	PMI activator	DTT redox prof	PMI act hi M6P
COc1ccc(S(=O)(=O)N2CCC(C(=O)NCc3ccccn3)CC2)cc1Cl	-9.3	0.1	2.6	-0.1	-1.3	11.2	-3.0	0.8	0.8	0.9
Cc1ccc(NC(=O)CN(C)S(=O)(=O)c2cccs2)cc1C	-10.5	0.2	0.0	-4.8	0.0	/	-1.4	1	0.0	1
Cc1nc2oc3ccccc3c(=O)c2c(=O)n1Cc1ccccc1	-10.4	0.1	-0.5	-4.1	-5.2	18.4	6.3	0.9	-0.2	1
C=C(C)CNC(=S)N/N=C(\C)c1ccc(Cl)s1	-21.7	0.0	0.0	0.2	-9.0	-5.7	20.2	1	0.2	1
CCOC(=O)C1C2C=CC3(CN(Cc4ccco4)C(=O)C13)O2 (centres undefined)	-9.6	-0.2	-0.8	-0.1	-2.7	-9.7	-2.1	1.2	2.1	1.1
Cc1cccn2c(=O)c(/C=C(\C#N)C(=O)NC3CCS(=O)(=O)C3)c(N3CCC(C(N)=O)CC3)nc12 (centres undefined)	-1.5	-0.4	1.5	0.9	3.8	-9.2	0.1	0.9	0.4	0.9
CCCC(c1nnnn1CCc1ccccc1)N1CCC(C(N)=O)CC1 (centres undefined)	-10.8	0.1	2.8	-4.0	-6.9	/	-9.5	1	0.9	1
CCN1CCN(Cc2c(O)ccc3c2O/C(=C\C=C\c2ccccc2)C3=O)CC1	44.6	-0.2	0.8	21.9	-3.6	-0.4	96.4*	1.2	-1.1	0.9
O=C(CCC1CC(=O)Nc2ccccc21)NCc1ccc(F)cc1 (centres undefined)	-6.7	-0.2	1.3	2.2	-1.2	/	5.8	0.9	4.8	0.9
O=C(/C=C/c1ccc(S(=O)(=O)N2CCOCC2)cc1)N(CCO)Cc1ccccc1	-7.0	0.2	1.0	1.2	-2.6	-4.8	-0.1	1.1	0.1	1.1
CCOC(=O)c1c(-c2ccc(C)o2)csc1NC(=O)CN(C)CC(=O)Nc1ccc(C)cc1	8.4	-0.4	5.6	-9.6	1.8	/	48.7	1	0.0	1
COCc1nc(-c2ccc(-c3ccc(OC)cc3)nc2OC)no1	-0.2	-0.3	8.3	2.8	-5.5	-2.0	-2.3	0.8	-1.1	0.8
CCOC(=O)N1CCC(N2C(=O)c3ccccc3C2Nc2ccc(S(=O)(=O)N(CC)CC)cc2)CC1 (centres undefined)	-10.5	-0.2	1.7	-3.6	-11.3	-11.6	12.6	1.2	9.2	1
O=C(NCCCl)Nc1ccc(Cl)c([N+](=O)[O-])c1	-0.5	-0.6	0.0	0.5	-1.1	5.0	-1.9	1.4	-2.3	1.3
CC(=O)Oc1ccc(C(=O)Nc2ccc3c(c2)C(=O)N(CCC(=O)O)C3=O)cc1	-15.9	-0.1	1.8	-2.8	-1.5	/	-7.0	1.1	0.8	1
CCOc1cc(C(N)=O)cc(Cl)c1OCC	-12.8	0.1	-0.1	-5.1	0.4	-1.4	7.8	0.9	-0.5	1
COC(=O)C(C)Sc1nc2c([nH]c3ccccc32)c(=O)n1C (centres undefined)	0.6	-0.3	-0.7	-4.1	-2.2	/	-5.3	1.1	0.0	1.1
OC(CSc1c(Cl)cccc1Cl)CN1CCN(c2ccc(F)cc2)CC1 (centres undefined)	-12.0	-0.1	-1.0	-1.1	3.8	/	62.6*	0.8	1.5	0.8
O=C(NC(=S)Nc1ccc(N2CCOCC2)c(Cl)c1)C(c1ccccc1)c1ccccc1	-5.6	0.3	1.1	-0.1	-2.5	/	12.6	0.8	-4.7	0.9
COc1ccccc1CN1C(=O)c2cccc3cccc(c23)C1=O	-10.3	-0.5	3.3	5.5	-0.3	-9.7	-1.7	0.9	1.3	1
COc1cc2nc(N(C)CCCNC(=O)C3CCCO3)nc(N)c2cc1OC (centres undefined)	-1.8	0.3	/	0.5	-0.8	-11.6	/	0.8	/	0.8
Cc1ccc(NC(=O)C2CCCN(S(=O)(=O)c3c(C)noc3C)C2)cc1 (centres undefined)	-12.4	0.1	2.0	-3.5	-0.2	2.3	-2.5	1	-0.6	1
COc1ccc(CNC(=O)CSc2nnnn2C)cc1OC	-5.1	0.0	1.3	-6.0	-5.3	6.5	-7.8	1.1	-2.4	1
O=C(COc1cccc2ccccc12)NNC(=O)C1CCCO1 (centres undefined)	-25.1	-0.2	3.9	-5.0	-3.8	/	-8.0	0.9	-3.8	0.9
CCc1ccc(OCC(=O)N/N=C2\CC(=O)c3ccccc32)cc1	8.0	-0.2	1.3	4.4	-5.6	/	-16.9	1	5.9	1
Cc1ccc(C)n1-c1ccc(-c2nnco2)cc1	-9.9	-0.1	0.9	-2.8	1.2	-22.3	4.1	0.9	2.2	0.8
CN1CC=C2C(C#N)=C(N)C(C#N)(C#N)C(c3ccsc3)C2C1 (centres undefined)	-3.5	0.6	-1.1	5.2	-2.2	/	11.1	0.9	-0.1	0.5
COc1cc(OC)c(OC)cc1/C=N/NC(=O)c1cnccn1	-19.0	-0.5	1.2	-5.8	-1.9	-1.8	-3.3	0.9	-0.5	0.8
CN(C)C(=O)Cn1nc(-c2ccccc2)c2ccccc2c1=O	-1.0	0.0	0.1	-6.1	2.1	-16.5	-0.6	1	-0.3	1.1
Cc1c(C(=O)N2CCCCC2)oc2ccc(S(=O)(=O)N3CC(C)CC(C)C3)cc12 (centres undefined)	-6.0	-0.4	1.6	-1.3	-0.5	25.6	-14.2	1	-8.9	1
CCN(CC)CCCNC1=C(Cl)C(=O)c2ccccc2C1=O	8.1	0.2	1.6	10.8	0.4	4.6	99.8*	0.8	2.4	0.4
CC(=O)N1C(=O)C2(Nc3ccccc3N2)c2ccccc21	-9.2	0.3	3.3	-4.4	-6.5	/	-1.7	0.9	0.0	1
c1ccc(-c2ccccc2OCCN2CCOCC2)cc1	-12.7	-0.2	0.3	-2.8	-4.3	-33.4	-0.2	1.1	-0.4	1.1
Cc1noc(COc2ccc(OCc3nc(C)no3)cc2)n1	-10.4	0.0	2.1	-3.3	-1.6	/	-6.1	0.9	0.1	1
COc1ccc(C(C[N+](=O)[O-])c2c(-c3ccccc3)cc3ccccn23)cc1OC (centres undefined)	-14.2	-0.1	0.5	-6.0	5.5	/	99.9*	1.3	0.3	1.6
O=C(COC(=O)/C=C/c1ccccc1[N+](=O)[O-])Nc1ccc(OCc2ccccc2)cc1	-12.0	0.2	4.0	-9.0	-0.6	-11.2	1.3	1.1	0.6	1
CNc1nc(-c2ccc3c(c2)CCN3C(=O)c2ccccc2F)c(C)s1	8.4	0.2	1.9	6.1	-0.6	-19.1	10.8	1.3	-0.8	1.4
CC(/C=N/NC(=O)c1cc(-c2ccccc2)nc2ccccc12)=C\c1ccco1	-9.6	-0.2	4.9	-2.6	-5.5	13.1	97.6*	0.7	-0.2	0.4
O=C(O)c1ccc(N=NN2CCCCCC2)cc1	-13.5	0.1	0.0	-1.1	-2.4	-1.5	58.7*	0.9	-0.6	1.1
Cc1nc(NCC2CCCO2)nc2c1C(=O)CC(C)C2 (centres undefined)	-7.7	-0.4	1.5	0.7	0.4	-16.9	-4.8	1	2.3	1
O=C(CCC1CCCC1)N1CCC(N2CCCCCC2)CC1	-9.0	-0.4	0.5	1.7	2.5	-13.7	91.0*	1	-0.6	0.8
CC(=O)c1c(N2CCN(C)CC2)nc(=S)n(Cc2ccccc2)c1C	-14.6	-0.1	1.2	2.4	-0.5	5.4	-7.2	1	-0.1	1.1
CC1NC(=O)N(C)[C@@H]2NC(=O)N(C)C(c3ccc([N+](=O)[O-])cc3)[C@@H]12 (some centres undefined)	-4.6	-0.1	0.3	-4.7	-0.2	-4.3	-5.8	1	-0.1	1
Cc1nn(C)cc1CN(C)C(=O)c1sc2cccc(Cl)c2c1Cl	-15.2	0.1	0.0	-6.8	-0.8	2.5	-2.1	0.9	1.9	0.9
CCOC(=O)C1(CC2CCCCO2)CCN(S(=O)(=O)c2ccccc2)CC1 (centres undefined)	-13.5	0.1	0.8	-9.0	-0.8	-6.9	-2.6	0.9	-0.2	1.1
O=C(CN1CCN(S(=O)(=O)c2ccc(F)cc2)CC1)Nc1cccc(C(F)(F)F)c1	-6.5	-0.3	0.9	-4.9	-1.2	-8.3	5.4	0.9	1.9	1
CCCCOc1ccc(CN(C)c2ncnc(N)n2)cc1	-5.4	-0.2	1.8	-5.9	-2.1	/	3.2	1.1	3.7	1
CC(=C/C(=O)O)/C=C/c1cccs1	-21.6	0.4	-1.1	-7.6	-3.9	-26.4	0.6	1	-0.4	1
CCOCCOCCC(C(=O)OCC)P(=O)(c1ccccc1)c1ccccc1 (centres undefined)	-25.7	-0.2	0.0	-4.7	-0.4	/	-2.8	1	-0.1	1
CCOC(=O)C1=C(C)N(c2ccccc2)C(=O)/C1=C\c1cccs1	-7.8	-0.2	3.5	6.7	0.8	0.1	2.3	1.1	0.2	1.1
O=C(CSc1nnc(-c2ccc(Br)o2)n1Cc1ccccc1)c1ccccc1F	-8.2	0.6	4.7	-0.6	-4.7	57.6*	15.8	1	-2.9	1.2
C=CCn1c(SCc2ccc(C(=O)NCCO)cc2)nc2sc(C)c(C)c2c1=O	0.6	-0.1	4.8	-0.7	0.7	-2.5	23.2	1	1.0	1
O=C(CSc1nnc(-c2ccccc2Br)o1)Nc1nncs1	-3.6	-0.2	3.8	-4.4	-8.2	1.2	-1.1	1	-0.2	1
CCc1ccc(N2CCCn3c2nc2c3c(=O)n(CCN3CCOCC3)c(=O)n2C)cc1	-13.0	/	/	-4.9	/	-18.3	/	1.1	/	1.1
FC(F)Oc1ccc(NC(=S)N2CCc3ccccc32)cc1	-7.3	-0.2	1.4	-1.0	-3.8	-7.0	16.0	0.9	-0.4	0.9
CCOC(=O)N1CCC(n2c(=S)[nH]c3cc(OC)c(OC)cc3c2=O)CC1	-2.5	-0.2	4.5	-0.9	-7.8	/	-0.5	0.9	3.9	0.9
O=C(CNC(=O)c1cccc(Cl)c1)N/N=C/C=C/c1ccccc1	16.3	-0.1	1.8	-2.7	0.7	-3.0	-5.4	1	0.1	1
CCS(=O)(=O)N1Cc2ccccc2CC1C(=O)OCC(=O)Nc1ccc(SC(F)F)cc1 (centres undefined)	-18.8	-0.2	7.3	-3.8	-0.3	/	0.2	0.9	0.4	0.9
CCC(C)(C)NC(=O)c1ccc2c(c1)S(=O)(=O)c1ccccc1C2=O	-9.1	-0.4	-0.4	-4.9	-1.5	/	0.0	0.9	-1.7	0.9
COC(=O)c1ccc(COc2nc(C)cc(C)c2C#N)o1	-4.8	-0.4	0.5	-5.6	0.5	4.6	0.4	0.9	1.1	1
CC1=C(C(=O)OC2CCCCCCC2)C(c2cccc(O)c2)NC(=O)N1 (centres undefined)	-9.8	-0.5	-0.9	-4.4	1.0	-2.7	12.3	0.8	-0.5	0.9
